Screens (PubChem)
proCasp7 act: activates human procaspase-7, counter-screen for procaspase-3 activators; P55210; recombinant procaspase-7, Ac-DEVD-pNA absorbance 405 nm; D23A/D198A/D206A triple mutant, cannot self-cleave; scale: DMSO 0, 5 µM enzyme 100; activation, % at 8.5 µM; 0.093% of 330,000 active; AID 463210;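 active means percent activation above the screen-wide mean plus 3 SD, cut at about 25% in these data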
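System: Procaspase-7 triple mutant (PC-7 D3A); measure: % activation from two-timepoint absorbance difference, scaled to controls; times: 1 h compound preincubation, 2 h substrate cleavage, 25 °C; also added: Ac-DEVD-pNA substrate, 400 µM as added; measured by: Epi-absorbance of released pNA at 405 nm, two timepoints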
LAP4 TOR yeast: alters LAP4-GFP fluorescence in TOR pathway yeast screen | S. cerevisiae LAP4-GFP multiplex, flow cytometry GFP, 3 h; median GFP as percent of DMSO wells | GFP response vs DMSO, % at 10 µM | 0.34% of 320,000 active | AID 2023;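 active means GFP response vs DMSO above a set limit, about the screen mean plus 3 SD, cut at about 150% in these data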
AGP1 TOR yeast: yeast TOR pathway AGP1-GFP modulation | S. cerevisiae AGP1-GFP multiplex flow cytometry, 3 h; GFP as percent of DMSO wells | GFP response vs DMSO, % at 10 µM | 0.02% of 320,000 active;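 active means GFP response relative to DMSO above a set limit, near screen average plus 3 SD, cut at about 150% in these data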;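 further: median GFP channel fluorescence of the gated AGP1 strain per well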
MEP2 TOR yeast: alters MEP2-GFP fluorescence in TOR pathway yeast screen; GFP response vs DMSO, % at 10 µM; 0.51% of 330,000 active; S. cerevisiae MEP2-GFP strain, flow cytometry GFP, 3 h; 100% = DMSO control level; AID 2016;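 active means GFP response versus DMSO above a set limit, roughly screen mean plus 3 SD, cut at about 180% in these data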;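 further: median GFP fluorescence of the barcode-gated MEP2-GFP cells per well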
CIT2 TOR yeast: alters CIT2-GFP fluorescence in TOR pathway yeast screen. S. cerevisiae CIT2-GFP strain, flow cytometry, 3 h; 100 means same as DMSO wells. GFP response vs DMSO, % at 10 µM. 0.065% of 320,000 active. AID 2029;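 active means GFP response relative to DMSO above a set limit, near the screen mean plus 3 SD, cut at about 150% in these data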;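 further: ratio of well median GFP fluorescence to mean of DMSO wells on the plate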
RPL19A TOR yeast: modulators of TOR pathway RPL19A-GFP in S. cerevisiae | S. cerevisiae RPL19A-GFP strain, flow cytometry, 3 h; stronger effect = lower value | percent response vs DMSO, % at 10 µM | 0.3% of 330,000 active;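 active means percent response vs DMSO below 50%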;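 further: median channel GFP fluorescence of the barcoded RPL19A-GFP strain; ratio of sample median GFP to plate DMSO average so 100% = DMSO; lower means less RPL19A-GFP as with rapamycin TOR inhibition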
AHR act: activates the human aryl hydrocarbon receptor; P35869; AHR-responsive luciferase reporter cells, luminescence; activation, % at 5 µM; 2.5% of 320,000 active; AID 2796; in the data active means activation above about 47%;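 further: 0% = vehicle wells and 100% = reference agonist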
Target sequence (P35869 whole entry, looked up): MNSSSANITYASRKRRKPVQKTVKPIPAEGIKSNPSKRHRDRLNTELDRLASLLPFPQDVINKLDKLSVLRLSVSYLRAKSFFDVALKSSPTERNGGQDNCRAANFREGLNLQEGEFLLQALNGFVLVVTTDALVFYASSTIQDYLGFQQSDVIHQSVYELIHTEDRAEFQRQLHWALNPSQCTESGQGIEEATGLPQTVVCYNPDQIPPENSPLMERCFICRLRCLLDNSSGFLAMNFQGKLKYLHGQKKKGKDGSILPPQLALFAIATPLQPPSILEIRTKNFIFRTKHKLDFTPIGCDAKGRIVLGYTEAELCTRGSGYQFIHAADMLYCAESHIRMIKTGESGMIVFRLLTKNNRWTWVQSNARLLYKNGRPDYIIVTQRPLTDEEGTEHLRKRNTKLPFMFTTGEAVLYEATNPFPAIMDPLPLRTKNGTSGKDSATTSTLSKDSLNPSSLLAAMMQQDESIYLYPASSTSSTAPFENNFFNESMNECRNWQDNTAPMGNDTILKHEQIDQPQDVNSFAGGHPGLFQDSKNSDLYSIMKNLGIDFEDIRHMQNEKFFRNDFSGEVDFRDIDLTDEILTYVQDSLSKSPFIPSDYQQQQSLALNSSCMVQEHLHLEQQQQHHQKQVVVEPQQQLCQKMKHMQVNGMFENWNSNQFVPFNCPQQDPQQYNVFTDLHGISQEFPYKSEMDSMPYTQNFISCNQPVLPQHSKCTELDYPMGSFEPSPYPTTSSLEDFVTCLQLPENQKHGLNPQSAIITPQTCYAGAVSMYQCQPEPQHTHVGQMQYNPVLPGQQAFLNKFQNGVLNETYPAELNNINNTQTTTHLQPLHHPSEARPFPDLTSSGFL
procasp3 activ: activates human procaspase-3 | P42574 | recombinant procaspase-3 D3A, Ac-DEVD-pNA absorbance 405 nm | activation, % at 8.5 µM | 0.11% of 330,000 active | AID 463141;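 active means activation above the mean of all tested compounds plus 3 SD, cut at about 21% in these data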;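 further: 0% = DMSO alone and 100% = DMSO wells spiked with extra 5 µM PC-3 D3A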
Target sequence (P42574 whole entry D9A/D28A/D175A): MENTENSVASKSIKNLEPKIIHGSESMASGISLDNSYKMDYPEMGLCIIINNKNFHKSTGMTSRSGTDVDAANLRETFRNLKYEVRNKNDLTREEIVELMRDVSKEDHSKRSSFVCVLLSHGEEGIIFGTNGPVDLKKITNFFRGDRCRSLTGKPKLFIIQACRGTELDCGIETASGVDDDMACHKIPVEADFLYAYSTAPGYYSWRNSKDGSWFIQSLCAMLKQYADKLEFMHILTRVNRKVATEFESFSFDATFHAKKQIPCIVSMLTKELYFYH
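Test system: Procaspase-3 D3A mutant, all three cleavage aspartates alanine | Dosing: Single dose, 8.5 µM nominal compound, 0.8% DMSO | Schedule: 1 h preincubation, 2 h reaction | Technique: 405 nm absorbance of p-nitroaniline, reads at 0 and 120 min | Repeats: One well per compound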
An asterisk follows results filed as active; x = no result given; [ ] = remark or other dose. The order is random; overall some 3.5% were active at least once.

SMILES	proCasp7 act	LAP4 TOR yeast	AGP1 TOR yeast	MEP2 TOR yeast	CIT2 TOR yeast	RPL19A TOR yeast	AHR act	procasp3 activ
CN(CC(=O)Nc1ccccc1Cl)CC(=O)Nc1cccc2ccccc12	5	114	108	106	97	107	2	4
Cn1nccc1C(=O)N1CCCC(N2CCN(Cc3ccc4c(c3)OCO4)CC2)C1 (stereo unspecified)	x	63	83	91	112	106	x	x
Cc1cc(N2CCC(C)CC2)c(F)cc1[N+](=O)[O-]	-10	88	89	93	85	88	1	6
Cc1[nH]c2ccc(C(=O)N3CCN(c4cccc(Cl)c4)CC3)cc2c1C	-6	102	95	105	97	96	4	2
CCOc1ccc(N2CC(C(=O)Nc3nnc(C4CCCCC4)s3)CC2=O)cc1 (stereo unspecified)	3	90	98	100	101	100	-2	2
Cc1cc(=O)n2nc(N3CCCC(C(=O)N4CCOCC4)C3)sc2n1 (stereo unspecified)	-2	96	x	90	93	91	-1	-1
COc1cc(-c2nc(CN3CCN(C(=O)c4ccco4)CC3)c(C)o2)ccc1F	6	102	104	99	105	102	-1	-1
O=C(Nc1ccccc1Br)c1ccc(N2CCCC2=O)cc1	6	112	115	106	101	107	-3	11
O=C(NC(=S)Nc1ccc(S(=O)(=O)N2CCCCC2)cc1)c1ccc(Cl)cc1	-2	100	102	102	104	98	2	-1
O=[N+]([O-])c1cc(C(F)(F)F)ccc1NCC1CCCO1 (stereo unspecified)	4	86	92	100	95	99	-2	1
COCc1cc(C(C)=O)ccc1OCC(=O)Nc1ccc(NC(C)=O)cc1	1	100	99	97	102	102	2	1
O=C(c1cccc(C(F)(F)F)c1)C1CCCN(C(=O)CCn2cnnn2)C1 (stereo unspecified)	8	73	88	75	67	88	5	-5
C/C(=N\NC(=O)CC#N)c1cc2ccccc2oc1=O	-14	96	98	103	97	104	10	-6
CSc1ccccc1OCc1cc(C(=O)NC(C)c2cnn(C)c2)no1 (stereo unspecified)	-6	100[may fluoresce green]	99[may fluoresce green]	100[may fluoresce green]	99[may fluoresce green]	97[may fluoresce green]	6	3
Cc1nc(CC(=O)N2CCN(S(=O)(=O)c3ccccc3C#N)CC2)cs1	8	106	100	102	109	100	5	-1
O=C(O)c1cccc(NC(=O)c2ccc3c(c2)C(=O)N(Cc2ccco2)C3=O)c1	-5	111	120	108	111	110	-5	-2
CC(C)C(O)(CC#CCN1CCCC1)c1ccccc1 (stereo unspecified)	-2	110	99	90	94	98	1	3
Cc1cccc(CCNC(=O)C2CCC(CNS(=O)(=O)c3cccs3)CC2)c1 (stereo unspecified)	0	93	82	103	97	105	1	-1
OC(CN1CCNCC1)Cn1ccc2ccccc21 (stereo unspecified)	7	89	100	100	100	103	-3	7
COc1ccc(CCNC(=O)CSc2ccc(-c3cccs3)nn2)cc1	-2	110	113	111	115	103	0	-1
Cc1ccc(C(=O)c2ccccc2C(=O)O)c(O)c1	7	99	105	101	102	98	-2	-1
CN1CCN(C(=S)SCC(=O)Nc2nc(-c3ccccc3)c(-c3ccccc3)o2)CC1	0	97	110	105	102	104	5	-5
Cc1ccc(C)c(-n2nnnc2SCC(=O)Nc2cccc(-c3nnc4n3CCCCC4)c2)c1	2	95	100	94	87	96	4	-5
CCOC(=O)N1CCN(C(=O)c2cn(C)c(=O)c3c2c2ccccc2n3C)CC1	-3	108	108	108	x	109	-1	3
COc1ccccc1NC(=O)CCS(=O)(=O)c1ccccc1	-2	96	98	93	97	95	0	6
O=C(O)C1CCN(c2ccccc2[N+](=O)[O-])CC1	5	104	101	97	99	95	0	8
O=C1CN(C(=O)/C=C/c2cc(Br)ccc2F)CCN1	15	74	87	103	88	90	16	10
CNC(=O)C(=O)N/N=C/c1cccnc1	8	118	116	112	115	110	2	-11
O=C(CSc1nnc(CNC(=O)c2ccco2)o1)Nc1ccccc1C(F)(F)F	5	94	102	104	99	101	1	6
COc1ccc(S(=O)(=O)NNC(=S)NCCc2ccccc2)c(OC)c1	-10	75	93	101	112	103	0	-8
O=C(CNCc1ccc(Cl)cc1)NCc1ccco1	-14	91	95	104	101	103	-1	8
COc1ccc(S(=O)(=O)N2CCCCC2)cc1NC(=O)CNc1ccccc1C(C)=O	-5	100	103	105	101	103	3	5
CN(CC(=O)Nc1ccc(F)cc1)C(=O)Cc1ccsc1	-8	95	93	96	96	96	10	-6
O=C(CSCc1ccccc1)Nc1ccc2c(c1)OCO2	-6	107	101	110	101	105	15	-2
O=C(NCC1CCCO1)c1ccc([N+](=O)[O-])s1 (stereo unspecified)	-3	94	95	94	96	94	1	0
COc1cc(NC(=O)c2ccc(=O)[nH]n2)cc(OC)c1OC	5	96	106	114	108	109	4	6
CCOC(=O)c1ccc(CSc2nnc(-c3ccncc3)n2N)cc1	2	92	99	100	94	98	0	0
Cc1cc2ccccc2c(=O)n1CC(=O)NCC(=O)N1CCN(c2ccccc2F)CC1	9	98	98	98	98	100	2	-4
N#CCc1ccc(OC(=O)c2cnccc2C(F)(F)F)cc1	-16	105	95	113	96	104	1	4
CC1=NNC(=O)C1CC(=O)N/N=C(\C)c1ccco1 (stereo unspecified)	11	103	105	95	97	98	0	-6

An excerpt from above in order of their number in AGP1 TOR yeast, largest number first.
SMILES | AGP1 TOR yeast
Cc1ccc(C(=O)c2ccccc2C(=O)O)c(O)c1 | 105
COc1ccc(S(=O)(=O)N2CCCCC2)cc1NC(=O)CNc1ccccc1C(C)=O | 103
O=C(CNCc1ccc(Cl)cc1)NCc1ccco1 | 95

Next entries
SMILES	proCasp7 act	LAP4 TOR yeast	AGP1 TOR yeast	MEP2 TOR yeast	CIT2 TOR yeast	RPL19A TOR yeast	AHR act	procasp3 activ
CCOc1ccc(NC(=O)N(C2CCCCC2)C2CCN(C(C)=O)CC2)cc1	11	101	101	109	105	101	0	-1
CC(C)CCNC(=O)c1ccc2c(c1)N(C)C(=O)c1ccccc1S2	-3	99	98	120	101	103	13	-2
COc1cccc(-c2cc(C(=O)Nc3c(C)nn(Cc4ccccc4C)c3C)no2)c1	-1	108	109	113	99	104	-8	-8
COC(=O)C1=C(N)Oc2cc(C)n(CC3CCCO3)c(=O)c2C1c1ccccc1 (stereo unspecified)	3	105	106	107	107	103	2	1
Cc1ccc(OCc2cc(C(=O)N(CCO)Cc3cccs3)no2)cc1C	7	91	90	97	93	93	21	-1
CCOC(=O)c1cc2c(ccn2C)n1Cc1ccccc1C	2	89	91	102	98	90	1	-7
COc1cccc(Cn2nnc(C(=O)Nc3cc(Cl)ccc3OC)c2N)c1	1	104	96	97	97	96	24	4
CCC(C)NC(=O)c1ccc([N+](=O)[O-])c(Cl)c1 (stereo unspecified)	3	88	105	79	101	92	0	0
COc1ccc(C(=O)NCc2ccc3c(c2)cc(C)n3C)cc1	-3	111	98	97	90	94	1	13
CCOC(=O)C1=C(C)NC(=O)NC1/C=C/c1ccccc1OC (stereo unspecified)	6	90	99	94	101	98	4	2
COC(=O)c1ccc(NC(=O)C2CCCN2S(=O)(=O)c2ccc(C)cc2)cc1 (stereo unspecified)	7	106	99	93	104	99	-1	2
COc1ccc(Br)cc1CN1CCN(C(=O)c2cccc(OC)c2OC)CC1	-2	99	102	101	102	100	2	1
CC(=O)c1c(C)[nH]c(C(=O)CN2C(=O)NC(C)(c3ccc4c(c3)OCO4)C2=O)c1C (stereo unspecified)	2	105	106	102	100	100	0	-8
COc1ccccc1C1OC2=C(Nc3ccc([N+](=O)[O-])cc3N2)C1=O (stereo unspecified)	-8	100	98	107	102	99	-1	-4
C=CCOC(=O)C1C(=O)CC(C)(O)C(C(=O)OCC=C)C1c1ccc(OC)cc1 (stereo unspecified)	-2	95	98	97	95	100	-1	-7
CC(=O)Nc1cc(NC(C)=O)c(CC(C)C)s1	7	105	111	109	97	107	1	6
CC1CC(C)CN(C(=O)CSc2nnc(-c3ccc(Cl)s3)o2)C1 (stereo unspecified)	5	109	94	106	93	101	0	9
CCOc1ccc(S(=O)(=O)N2CCCC(C(=O)NCC3CCCO3)C2)cc1 (stereo unspecified)	5	83	96	108	x	107	2	8
CCOC(=O)c1c(C)n(C)c2ccc(OCC(O)CN3CCCCCC3)cc12 (stereo unspecified)	0	107	107	101	102	102	17	5
CN(C)c1nc(OCC(=O)NC(C)(C)C)nc(N(C)C)n1	-1	100	97	99	85	99	-2	-1

Fetched by structure from the entries so far:
SMILES	proCasp7 act	LAP4 TOR yeast	AGP1 TOR yeast	MEP2 TOR yeast	CIT2 TOR yeast	RPL19A TOR yeast	AHR act	procasp3 activ
CCOC(=O)c1c(C)n(C)c2ccc(OCC(O)CN3CCCCCC3)cc12 (stereo unspecified)	0	107	107	101	102	102	17	5
COc1ccc(Br)cc1CN1CCN(C(=O)c2cccc(OC)c2OC)CC1	-2	99	102	101	102	100	2	1
CCOc1ccc(S(=O)(=O)N2CCCC(C(=O)NCC3CCCO3)C2)cc1 (stereo unspecified)	5	83	96	108	x	107	2	8

Back to the main list; the 4 compounds before the break are reprinted first.
SMILES	proCasp7 act	LAP4 TOR yeast	AGP1 TOR yeast	MEP2 TOR yeast	CIT2 TOR yeast	RPL19A TOR yeast	AHR act	procasp3 activ
CC1CC(C)CN(C(=O)CSc2nnc(-c3ccc(Cl)s3)o2)C1 (stereo unspecified)	5	109	94	106	93	101	0	9
CCOc1ccc(S(=O)(=O)N2CCCC(C(=O)NCC3CCCO3)C2)cc1 (stereo unspecified)	5	83	96	108	x	107	2	8
CCOC(=O)c1c(C)n(C)c2ccc(OCC(O)CN3CCCCCC3)cc12 (stereo unspecified)	0	107	107	101	102	102	17	5
CN(C)c1nc(OCC(=O)NC(C)(C)C)nc(N(C)C)n1	-1	100	97	99	85	99	-2	-1
CCS(=O)(=O)c1nc(S(=O)(=O)c2ccc(C)cc2)c(N2CCC3(CC2)OCCO3)s1	0	101	96	99	106	97	1	1
O=C(c1sc2ccccc2c1Cl)N1CCN(c2ccccc2F)CC1	3	93	94	101	95	102	-2	5
NC(=O)c1cc(S(=O)(=O)NCCc2ccc(Cl)cc2)cs1	1	101	99	105	103	100	1	14
Cc1cc(=O)oc2cc(NC(=O)CCC(=O)O)ccc12	4	104	x	99	100	96	5	8
Cc1cc(N)n2ncc(-c3ccc(Cl)cc3)c2n1	-1	115	94	107	82	97	69*	-3
Cc1ccc(S(=O)(=O)NCC(=O)N2CCOCCOCCOCC2)cc1	7	110	106	103	106	102	-3	1
COc1ccc(C(C(=O)NC2CCCCC2)N(C(=O)CCl)c2cccc(Cl)c2)cc1 (stereo unspecified)	3	102	105	107	101	102	-1	-2
O=C(NCc1ccccc1)C(c1ccc(O)cc1)N(C(=O)Cn1nnc(-c2cccs2)n1)c1ccc2c(c1)OCCO2 (stereo unspecified)	-4	97	95	99	94	97	0	6
CCCN(C(=O)Cn1ncc2c([nH]c3ccccc32)c1=O)c1ccccc1C	4	88	18	126	101	73	10	3
CC(C)CCNC(=S)Nc1ccccn1	-6	97	103	104	103	103	18	-2
Nc1ncnc2c1C1(CCCCC1)Cc1ccccc1-2	4	97	105	107	100	100	-4	-5
COc1ccc(NC(=O)N2c3ccccc3C(C)=CC2(C)C)cc1	7	104	94	102	88	105	1	-10
COc1ccc(-n2c(SCC(=O)Nc3ccc(Cl)cc3)nc(O)c(Cc3ccccc3)c2=O)cc1	-11	71	97	90	101	102	-1	1
COc1ccc(C(=O)Nc2ccc(S(=O)(=O)Nc3nccc(C)n3)cc2)cc1[N+](=O)[O-]	-2	89	95	107	98	104	1	2
CCOC(=O)CN1C(=N)N(c2nc(NC(C)C)nc(OC)n2)CC1=O	10	104	101	98	91	101	2	19
